Anthrax LF inh2 – Bacillus anthracis LF protease inhibitors, primary screen, biochemical, multiplex microsphere, MLPCN library. AID 588501, 2011. multiplex microsphere protease cleavage assay. Lethal factor (Bacillus anthracis), P15917. hit rate 0.12% among 360,000. inhibition, % at 10 µM; note: plate controls were buffer without enzyme for full effect and enzyme alone for no effect
Target sequence (P15917 whole entry, looked up): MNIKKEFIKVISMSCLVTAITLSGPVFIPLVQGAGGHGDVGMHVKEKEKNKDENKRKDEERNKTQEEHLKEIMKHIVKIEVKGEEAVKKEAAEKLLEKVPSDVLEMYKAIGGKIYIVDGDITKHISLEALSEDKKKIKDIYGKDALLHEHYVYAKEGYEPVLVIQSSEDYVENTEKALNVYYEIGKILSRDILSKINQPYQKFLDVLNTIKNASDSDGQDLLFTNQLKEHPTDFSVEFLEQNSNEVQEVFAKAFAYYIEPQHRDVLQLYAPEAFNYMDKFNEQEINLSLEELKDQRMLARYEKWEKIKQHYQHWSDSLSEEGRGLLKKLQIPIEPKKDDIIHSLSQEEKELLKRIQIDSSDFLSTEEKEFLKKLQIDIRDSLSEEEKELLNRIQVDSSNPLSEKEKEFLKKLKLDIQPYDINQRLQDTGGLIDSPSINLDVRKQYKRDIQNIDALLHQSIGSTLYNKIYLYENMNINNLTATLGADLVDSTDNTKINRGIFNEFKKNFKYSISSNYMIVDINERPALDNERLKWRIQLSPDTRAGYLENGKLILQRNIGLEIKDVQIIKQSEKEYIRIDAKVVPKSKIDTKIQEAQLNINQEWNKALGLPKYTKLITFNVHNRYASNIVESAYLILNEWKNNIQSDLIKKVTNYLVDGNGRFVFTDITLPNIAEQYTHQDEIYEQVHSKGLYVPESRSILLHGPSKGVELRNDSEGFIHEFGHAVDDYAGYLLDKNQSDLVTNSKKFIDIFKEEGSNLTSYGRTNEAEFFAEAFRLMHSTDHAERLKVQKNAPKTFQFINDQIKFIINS
CCHFV vOTU inh – CCHFV vOTU protease inhibitors, primary screen, biochemical, Pep-AMC substrate, fluorescence. Crimean-Congo hemorrhagic fever virus L polyprotein viral ovarian tumor (vOTU) protease …. inhibition, % at 11.5 µM. hit rate 0.55% among 370,000. AID 651958, 2012; in the data active = inhibition above about 30%; note: 0% = vehicle wells with enzyme and 100% = no enzyme wells
PriA SSB inh – inhibitors of Klebsiella pneumoniae PriA binding to SSB C-terminal tail, primary screen, biochemical, AlphaScreen. hit rate 0.6% among 430,000. AlphaScreen SSBct-PriA binding, biotinylated peptide. inhibition, % at 33 µM; in the data active = inhibition mostly above about 37%, no sharp cut-off; inactive = mostly below about 20%;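 note: plate controls were negative control peptide for no effect and reference peptide for full effect; strong numbers were not always called active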
SARS 3CLpro inh – SARS-CoV 3CLpro protease inhibitors, primary screen, biochemical, quenched FRET; hit rate 0.14% among 290,000; inhibition, % at 6 µM; recombinant SARS-CoV 3CLpro, quenched FRET peptide cleavage; Replicase polyprotein 1ab (Severe acute respiratory syndrome coronavirus), P0C6X7; in the data active = inhibition above about 12%
BoNT-A LC inh2 – BoNT/A light chain protease inhibitors, primary screen, biochemical, flow cytometry, MLPCN library | Botulinum neurotoxin type A light chain protease (Clostridium botulinum A str. ATCC 3502) | multiplex microsphere protease substrate cleavage | inhibition, % at 10 µM | hit rate 0.17% among 360,000; note: plate controls were buffer without enzyme for full effect and enzyme alone for no effect
Yp Topo-I inh – Yersinia pestis topoisomerase I inhibitors, primary screen, biochemical, cleavage product accumulation, plate reader, single point | DNA topoisomerase I (Yersinia pestis CO92) | Y. pestis Topo-I cleavage product accumulation | activity, % at 10 µM | hit rate 0.064% among 360,000; in the data active = activity above about 50%, passing the limit was not always enough; note: inactives centre near 2
TcdB inh – TcdB glycohydrolase inhibitors, primary screen, biochemical, single point, plate reader | inhibition, % at 9.99 µM | AID 652162, 2013 | hit rate 0.24% among 350,000 | Toxin B (Clostridioides difficile), P18177 | TcdB glycohydrolase enzymatic assay; in the data active = inhibition above about 10%
BH1578 lux ind – inducers of Vibrio cholerae quorum light production without autoinducers, primary screen, BH1578 luxS cqsA deficient, single point | hit rate 0.16% among 350,000 | AID 588436, 2011 | activation, % at 18.7 µM | V. cholerae BH1578 lux reporter, luminescence, 6 h; in the data active = activation mostly above about 9.7%, no sharp cut-off; note: not every result past the cut was called active; inactives centre near 0; reference of the scale not given here
VHR inh abs – VHR1 phosphatase inhibitors, primary screen, biochemical, absorbance, uHTS; Dual specificity protein phosphatase 3 (Homo sapiens), P51452; recombinant VHR phosphatase, pNPP absorbance; inhibition, % at 13.3 µM; hit rate 0.52% among 290,000; in the data active = inhibition above about 50%; note: some compounds called inactive have numbers as strong as hits
Target sequence (P51452 whole entry, looked up): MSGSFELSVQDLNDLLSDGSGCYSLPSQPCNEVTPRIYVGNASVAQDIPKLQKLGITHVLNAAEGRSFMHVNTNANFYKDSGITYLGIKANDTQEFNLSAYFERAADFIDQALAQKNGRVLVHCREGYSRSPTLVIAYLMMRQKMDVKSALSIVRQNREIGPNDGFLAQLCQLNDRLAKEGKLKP
PfHsp40 yeast – rescue of yeast from PfHsp40 toxicity, primary screen, S. cerevisiae, ATP luminescence; S. cerevisiae expressing PfHsp40, growth rescue; growth rescue, % at 12.5 µM; hit rate 0.68% among 340,000; AID 504582, 2011; in the data active = growth rescue above about 28%, passing the limit was not always enough;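 note: yeast W303a lacking pdr1 and pdr3 grown in galactose medium; growth measured after three days at 30 °C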
Active calls of the source: *; i = inactive; · = no result given; & = joins results of further samples. Cut-off read from the data, not from the text of the source, unless noted: active = inhibition above about 30%; inconclusive = no clear call, values can overlap the other calls; inactive = below that. Some of the compounds tested (hit frequency here may not be typical).

SMILES | Anthrax LF inh2 | CCHFV vOTU inh | PriA SSB inh | SARS 3CLpro inh | BoNT-A LC inh2 | Yp Topo-I inh | TcdB inh | BH1578 lux ind | VHR inh abs | PfHsp40 yeast
Cc1nn(C)c(C)c1CCC(=O)O | 3 | 3 | -1 | -5 | 0.1 | 6 | -0.8 | i | -9 | 0.8
COc1ccccc1CCC(=O)OCC(=O)NC1CCCC1 | 1 | 15 | -4 | · | 1.9 | -8 | -0.7 | i | · | 0.1
COc1ccccc1C(=O)NC(=O)COC(=O)CCOc1cc(C)ccc1C | -6 | 13 | -17 | 2 | -0.7 | 40 | 0.9 | i | 0 | -0.4
Cc1onc(-c2ccccc2)c1C(O)c1ccc(F)cc1 (stereo unspecified) | -7 | 11 | -8 | -3 | -2.8 | 7 | -1.9 | -1.2 | 9 | 0.4
CN(C)c1ccc(S(=O)(=O)N2CCCCC2)cc1NC(=O)CCNC(=O)c1ccccc1Cl | -6 | -13 | 9 | · | -0.1 | 24 | 3.4 | 0.3 | · | 0.4
CCN(CC)CCOC(=O)c1ccc(N=Cc2c(O)[nH]c(=O)[nH]c2=O)cc1 | -5 | -5 | -10 | -4 | -0.4 | 10 | · | -14 | 3 | -0.1
C/C(Cn1nnc([N+](=O)[O-])n1)=N\NC(=O)c1ccc(O)cc1 | 0 | 11 | · | 1 | 2.2 | 0 | -1.9 | i | 8 | -1.8
COc1ccc(-c2cc(C(=O)Nc3cc(C)on3)no2)cc1OC | -7 | 7 | -6 | 0 | -0.6 | -2 | 0.0 | -2.6 | 14 | -0.5
O=C(NCCc1cnc[nH]1)c1cccs1 | -16 | -17 | -14 | 1 | 1.4 | 1 | 0.5 | 0.5 | -12 | -1.8
CC1CCC2(CC1)NC(=O)N(CC(=O)N1CCN(C(=O)c3ccco3)CC1)C2=O (stereo unspecified) | -2 | 0 | -12 | · | -2.0 | -5 | -0.2 | 3.1 | · | -0.9
CCOC(=O)c1c(C=O)c2ccccc2n1Cc1ccccc1 | -2 | 16 | -3 | 2 | -1.5 | 35 | 0.8 | -1.3 | -4 | 2.1
Cc1ccsc1C(=O)OCC(=O)Nc1cccc(F)c1 | -6 | 12 | -7 | · | 0.0 | -1 | 0.9 | 0.3 | · | 2.8

Overlap with the part before: 3 compounds, followed by the next part.
SMILES | Anthrax LF inh2 | CCHFV vOTU inh | PriA SSB inh | SARS 3CLpro inh | BoNT-A LC inh2 | Yp Topo-I inh | TcdB inh | BH1578 lux ind | VHR inh abs | PfHsp40 yeast
CC1CCC2(CC1)NC(=O)N(CC(=O)N1CCN(C(=O)c3ccco3)CC1)C2=O (stereo unspecified) | -2 | 0 | -12 | · | -2.0 | -5 | -0.2 | 3.1 | · | -0.9
CCOC(=O)c1c(C=O)c2ccccc2n1Cc1ccccc1 | -2 | 16 | -3 | 2 | -1.5 | 35 | 0.8 | -1.3 | -4 | 2.1
Cc1ccsc1C(=O)OCC(=O)Nc1cccc(F)c1 | -6 | 12 | -7 | · | 0.0 | -1 | 0.9 | 0.3 | · | 2.8
NC(=O)c1ccc(-n2nnnc2SCC(=O)Nc2ccccc2)cc1 | 2 | 14 | -20 | -1 | 2.7 | -4 | 0.4 | -0.4 | 4 | -1.8
Cc1ccc(NC(=O)CCNS(=O)(=O)c2ccc3[nH]c(=O)oc3c2)cc1N(C)C | -1 | 9 | -6 | -5 | -0.1 | 0 | -6.3 | -0.4 | 13 | -1.4
CCCCn1c(O)c(/C=C2/C=CC=N2)c(=O)[nH]c1=O | 5 | -12 | · | 0 | 6.9 | -1 | -0.3 | 1.0 | 9 | -1.4
O=C(CCNS(=O)(=O)c1ccc(Br)cc1)NCCc1ccc(Cl)cc1 | -3 | 0 | -20 | 2 | -0.1 | 24 | 0.8 | i | -14 | 1.2
CC(Oc1ccc(Cl)cc1Cl)C(=O)NCCCn1ccnc1 (stereo unspecified) | 0 | -1 | -5 | 6 | -1.2 | 4 | · | -1.4 | 15 | -1.0
COc1ccc(-c2csc(NC(=O)CCCc3nc4ccccc4c(=O)[nH]3)n2)cc1OC | 13 | 3 | 0 | · | 5.5 | 12 | -1.6 | -1.1 | · | -1.1
CC(OC(=O)c1ccncc1)C(=O)Nc1cccc([N+](=O)[O-])c1 (stereo unspecified) | -6 | 3 | -14 | 2 | 0.2 | 2 | 1.7 | i | 10 | 1.9
CSc1ccc(/C=N/n2c(C)nc3ccccc3c2=O)cc1 | -2 | -4 | · | -6 | 0.2 | 4 | 1.2 | -1.0 | -4 | -1.3
Cc1nn(Cc2ccc(Cl)cc2Cl)c(C)c1NC(=O)c1sc2ccccc2c1Cl | 1 | -1 | -4 | -2 | 0.9 | 8 | · | i | 7 | 0.2
CCN(CC)CCn1c(C)nc2ccccc21 | 1 | -7 | -11 | 8 | -0.2 | 4 | 0.9 | -0.8 | 12 | -0.5
Cc1ccc(S(=O)(=O)N2CCCN(C(=O)c3cc4ccccc4[nH]3)CC2)cc1 | -3 | 7 | 9 | -4 | 0.6 | 14 | 0.9 | 0.6 | 50* | 0.5
CCOC(=O)c1c(C)oc2c1c1c(c3ccccc32)OCN(Cc2cccnc2)C1 | 3 | · | -2 | -1 | 0.6 | 1 | · | -3.8 | -10 | 0.0
COc1ccc(CCNC(=S)N2CCN(S(=O)(=O)c3ccc(F)cc3)CC2)cc1 | -2 | 14 | -11 | · | 0.6 | 9 | 0.8 | i | · | 0.5
O=C1Nc2ccccc2C1=Nc1ccc(-c2nnc3n2CCCCC3)cc1 | -3&5 | 5&-7 | 13 | -1 | 0.0&0.6 | 4&5 | 10.0 | 0.0 | 14 | -0.2&19
CC1=NC(C)(C)CC2CCC(O)C12 (stereo unspecified) | 0 | 8 | -3 | · | -0.3 | 0 | -0.8 | i | · | -0.1
COc1nc(-c2ccc3c(c2)OCO3)n(-c2ccc(NC(=O)CSc3ccccc3)cc2)n1 | -10 | 1 | -14 | · | -1.1 | 16 | -0.3 | i | · | 2.1
Cc1ccc(/C=C/C(=O)OCC(=O)NCc2ccccc2)o1 | 0 | 4 | 4 | · | -2.5 | 13 | 0.8 | -0.7 | · | 1.1
COc1ccc(O)c(CN2CCCC(N3CCN(c4ccc(F)cc4)CC3)C2)c1 (stereo unspecified) | -4 | 8 | 8 | -2 | 1.2 | -1 | 0.1 | -0.3 | 44 | 0.5
CCOCCCNC(=O)/C(C#N)=C/c1cc(Br)c(O)c(Br)c1 | 4 | · | 7 | 2 | 0.1 | -1 | · | i | -6 | -0.3
Cc1ncoc1C(=O)N1CCc2c([nH]c3ccccc23)C1c1ccccc1F (stereo unspecified) | 5 | -8 | 5 | 5 | -0.8 | 17 | -0.7 | -0.2 | 1 | 0.2
Cc1ccc(C(C(=O)NCC2CCCO2)N(C(=O)c2snc(C(N)=O)c2N)c2ccc3c(c2)OCCO3)cc1 (stereo unspecified) | -1 | -1 | 6 | -4 | 0.7 | -1 | 1.8 | -0.2 | 31 | 1.0
CC(=O)NCc1ccc(S(=O)(=O)N2CCN(c3ccccn3)CC2)cc1 | -6 | 3 | -12 | -7 | -2.9 | -9 | 0.0 | -6.9 | 26 | -0.4
COCC(=O)N(Cc1cc2ccc(C)c(C)c2n2nnnc12)C1CCCC1 | -2 | 1 | -10 | 2 | -0.4 | 21 | -0.6 | -0.3 | 54* | 0.3
Cc1ccc(-c2nnn(CC(=O)N(c3ccc(F)cc3)C(C(=O)NC3CCCC3)c3ccco3)n2)o1 (stereo unspecified) | -2 | · | -11 | -7 | -0.5 | 3 | 0.8 | -0.3 | 36 | 0.1
COCCC(=O)N1CCC(Oc2ccc(C(=O)NCc3ncc(C)[nH]3)cc2)CC1 | 1 | -9 | -1 | 0 | -1.5 | 1 | 0.5 | i | 9 | -0.6
Cc1ccc2c(CC(=O)NCc3ccc4c(c3)OCO4)coc2c1 | -2 | 6 | -13 | 3 | 0.4 | -6 | · | i | -6 | 1.5
O=C(Nc1ccc(S(=O)(=O)NCC2CCCO2)cc1)c1ccc(Cl)cc1[N+](=O)[O-] (stereo unspecified) | -4 | 0 | 11 | 4 | 1.5 | 0 | 1.0 | i | 21 | -0.6
COc1ccc(-c2cc(C(F)(F)F)nc(S(=O)(=O)CCCC(=O)Nc3cc(C)on3)n2)cc1OC | -5 | 10 | -8 | 4 | 0.2 | -12 | 1.6 | -1.0 | 19 | 1.2
Nc1ncc(CCN2CCOCC2)c(-c2ccc(F)cc2)n1 | -8 | -11 | -6 | -4 | 1.4 | 0 | 0.0 | -0.1 | 39 | -0.4
CCCOc1ccccc1C1SCC(=O)Nc2c1c(=O)[nH]n2C(C)CCC (stereo unspecified) | -4 | 7 | -13 | 0 | 0.6 | 1 | · | 1.4 | 2 | 1.8
O=S(=O)(c1cccc(C(F)(F)F)c1)N1CCN(S(=O)(=O)c2ccc3c(c2)OCCO3)CC1 | 3 | · | 1 | · | -0.3 | 7 | · | i | · | -1.9
CC1CCCCN1c1ccc(N)cc1C(N)=O (stereo unspecified) | -1 | 9 | -6 | 2 | -0.1 | -6 | -5.4 | 3.1 | -4 | -0.6
O=C(NCc1ccc(F)cc1)c1cc(S(=O)(=O)N2CCCCC2)ccc1N1CCOCC1 | -4 | 2 | -2 | · | -0.3 | 14 | 0.9 | -0.3 | · | -0.3
COc1ccc(NC(=O)CN2c3cccc4cccc(c34)S2(=O)=O)c(OC)c1 | -4 | -7 | -8 | -2 | 2.3 | -4 | · | -1.5 | -27 | 1.7
O=C(O)c1ccccc1OC(C(=O)Nc1cc(Cl)cc(Cl)c1)c1ccccc1 (stereo unspecified) | 2 | 9 | -4 | 5 | -2.3 | -1 | 0.2 | -7.3 | -15 | -1.6
CCCCCCN1C[C@@H](O)[C@H](n2cc(COC(=O)c3ccccc3)nn2)C[C@@H]1c1ccc(Cl)cc1 | -9 | -6 | · | · | 0.2 | 5 | -1.5 | i | · | ·
CCOC(=O)C1=CN2CCCC[C@@H]2CC1=O | -12 | 4 | -35 | · | -0.3 | 8 | -1.7 | 11 | · | -0.8
Cc1ccc(/C=C(/C#N)C(=O)NC(=O)Oc2ccccc2)cc1 | -3 | 8 | -15 | 1 | -1.0 | 4 | 1.1 | -1.9 | 12 | 0.8
Nc1nc(SCC(=O)Nc2ccc(F)cc2)[nH]c(=O)c1NC(=O)c1ccc(F)c(F)c1 | -3 | -8 | -10&-16 | 0 | 1.0 | -1 | 0.2 | i | 2 | 1.1
CC1(C(=O)Nc2ccc3c(c2)OCCO3)CCN1C(=O)C/C=C/c1ccccc1 (stereo unspecified) | -7 | 3 | · | · | 0.4 | 19 | 0.9 | -0.1 | · | ·
O=C(Cn1ccn(-c2ccc(F)c(Cl)c2)c(=O)c1=O)NCCc1ccccc1 | -10 | · | 8 | · | -3.7 | 2 | · | 0.0 | · | 1.0
O=C(CSc1nc2ccccc2s1)NNC(=S)Nc1ccccc1 | -3 | 7 | 4 | 1 | 0.0 | 0 | 0.1 | -0.5 | -4 | 1.5
CC1CC(C)CN(c2ccc(C(=O)NCc3ccc4c(c3)OCO4)cc2[N+](=O)[O-])C1 (stereo unspecified) | -4 | 13 | -9 | 1 | -1.3 | 37 | 1.6 | -0.3 | -8 | 2.7
